M. tuberculosis GlmU: inhibition of mycobacterial GlmU enzyme – biochemical, glucosamine-1-phosphate acetyltransferase (AID 1376) | Bifunctional protein GlmU (Mycobacterium tuberculosis (strain ATCC 25618 / H37Rv)) | M. tuberculosis GlmU acetyltransferase enzyme assay; higher % means a stronger effect | inhibition, %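 (tested at 30 µM in the primary screen)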, or IC50 in µM where a hit was titrated | 0.25% of 220,000 active; in the data active = inhibition above about 13%;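 also: 0% = complete reaction with vehicle and 100% = reaction without substrate; strong numbers were not always called active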
RmlCD inh 1536: M. tuberculosis RmlC/RmlD coupled enzyme inhibitors, primary screen, biochemical, compound mixtures, 384-well, from 1536-well plates; dTDP-4-dehydrorhamnose reductase (Mycobacterium tuberculosis (strain ATCC 25618 / H37Rv)) …; RmlC+RmlD coupled enzyme assay, percent inhibition; primary screen in compound mixtures; inhibition, % at 3.6 µM; 0.03% of 160,000 active; AID 1533, 2009; in the data active = inhibition mostly above about 34%, no sharp cut-off; also: some results filed as inactive read as strong as hits
Target sequence (P9WH09 whole entry, looked up): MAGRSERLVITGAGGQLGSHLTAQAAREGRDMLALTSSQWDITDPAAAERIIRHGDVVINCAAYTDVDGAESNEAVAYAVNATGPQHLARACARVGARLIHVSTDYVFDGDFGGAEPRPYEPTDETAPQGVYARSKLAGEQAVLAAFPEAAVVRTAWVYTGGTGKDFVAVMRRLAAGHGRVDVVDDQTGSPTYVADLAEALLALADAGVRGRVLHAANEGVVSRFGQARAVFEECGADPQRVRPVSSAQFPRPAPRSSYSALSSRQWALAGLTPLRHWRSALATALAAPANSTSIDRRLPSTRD
Target sequence (P9WH11 whole entry, looked up): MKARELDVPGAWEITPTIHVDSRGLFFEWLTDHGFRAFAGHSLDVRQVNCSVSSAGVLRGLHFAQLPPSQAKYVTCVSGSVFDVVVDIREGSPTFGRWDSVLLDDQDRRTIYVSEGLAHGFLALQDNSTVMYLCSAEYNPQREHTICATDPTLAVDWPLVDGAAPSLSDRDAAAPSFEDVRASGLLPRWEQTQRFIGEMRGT
Numbers without * were called inactive; / = no result given. Only part of the results is shown; rates above refer to the full screens.

SMILES	M. tuberculosis GlmU	RmlCD inh 1536
COc1ccccc1C1CC(c2cccs2)=Nc2ccccc2S1 (stereo unspecified)	4.1%	-10
c1ccc2nc3ccccc3nc2c1	-0.9%	3
O=C(CCCOc1ccc(Cl)cc1Cl)N/N=C/c1ccco1	-4.1%	-10
CCOC(=O)c1[nH]c(C)c(C(=O)Nc2ccc(Cl)cc2)c1C	-0.6%	/
COc1ccc(CCNC(=O)CSc2nnnn2-c2ccccc2)cc1	-2.6%	-11
Cc1ccc(Cn2nnnc2CN2CCC(O)(c3cccnc3)CC2)cc1	5.6%	-10
O=C(N/N=C/c1cccc(Br)c1)c1ccc(Br)cc1	1.4%	-8
CC(C(=O)NC(C)(C)C)N(Cc1cccs1)C(=O)CCN1CCc2ccccc21 (stereo unspecified)	-2.2%	8
COc1cccc(-c2nc(CC(=O)O)cs2)c1OC	-0.8%	15
CCCNC(=O)c1ccccc1NC(=O)CN(c1ccccc1OCC)S(C)(=O)=O	2.5%	8
CCOc1ccc(NC(=O)CNC(=O)c2ccc(OC)c(OC)c2)cc1	0.7%	3
S=c1[nH]ccn1-c1cccc(Cl)c1	3.6%	9
CCC(C)[C@H]1CNC(=O)C(=O)N1CCCc1cc(OC)c(OC)c(OC)c1 (stereo partly specified)	3.1%	-4
O=C(CSc1nnnn1C1CCCCC1)NCCc1ccccc1	-1.1%	11
O=S(=O)(N/N=C/c1ccc(F)cc1)c1ccccc1	0.6%	/
CCN(CC)S(=O)(=O)c1cccc(-c2nnc(SCC(=O)NCCC3=CCCCC3)n2N)c1	-6.9%	/
CC(=O)n1nc(-c2ccco2)nc1SCc1ccccc1	6.3%	/
Cc1cc(NC(=O)c2ccc(Cl)cc2)n(CCOC(=O)c2ccc(Cl)cc2)n1	0.3%	8
Cc1ccccc1OCC(=O)N/N=C/c1cn(Cc2ccccc2)c2ccccc12	1.6%	/
COc1ccc(S(=O)(=O)N(C)c2ccc(C(=O)N3CCCC3)cc2)cc1	5.8%	6
N#CC(C#N)=C1C(=O)N(CCN2CCCCC2)c2ccccc21	6.5%	55
Cc1cccn2c(CN[C@@H]3CCCC[C@H]3c3ccccc3)c(C(=O)N3CCOCC3)nc12	1.9%	-19
O=C(CN1C(=O)S/C(=C\C=C\c2ccccc2)C1=O)Nc1cccc(O)c1	-3.2%	-2
COc1ccc(NC(=O)CSc2nc3ccccc3c(=O)n2CCCN2CCOCC2)c(OC)c1	-0.7%	/
COc1ccccc1-n1c(SCC(=O)Nc2ccc(Br)cc2)nc(O)cc1=O	-0.8%	8
(more compounds)
SMILES	M. tuberculosis GlmU	RmlCD inh 1536
O=C(COc1ccccc1)N1CCN(C/C=C/c2ccccc2)CC1	1.0%	14
c1ccc2c(c1)oc1c(NCC3CCCO3)ncnc12 (stereo unspecified)	-3.6%	-9
O=C(Nc1nnc(SCC(=O)N2CCCc3ccccc32)s1)c1ccc2ccccc2c1	2.3%	11
O=C(O)CSc1nnc(-c2ccncc2)n1CCc1ccccc1	0.1%	/
O=c1nc(N/N=C/c2ccccn2)cn[nH]1	-3.3%	-9
CC1C/C(=N\NC(=O)c2ccc(NS(=O)(=O)c3ccc(Br)cc3)cc2)CC(C)(C)C1 (stereo unspecified)	-3.8%	-8
Cc1ccc(SCc2cc(=O)[nH]c(Nc3nc(C)c4cccc(C)c4n3)n2)cc1	3.4%	3
Cc1ccc(CN2C(=O)[C@@H]3Cc4c([nH]c5ccccc45)C(C)(C)N3C2=O)cc1	2.3%	/
O=c1[nH]c(=O)n(CCc2ccccc2)c(O)c1C=NCCCn1ccnc1	-4.7%	/
Cc1nc2ccccn2c1C(=O)/C=C/c1cccc([N+](=O)[O-])c1	-1.2%	-13
Cc1ccc(CNC(=O)CCNS(=O)(=O)c2cccc3nonc23)cc1	0.6%	-12
Cc1cc(=O)[nH]c(N/N=C/c2ccc(N(C)C)cc2)n1	-1.0%	6
CCc1nc2ccc(C(=O)NCc3ccco3)cc2nc1CC	-1.4%	/
O=C(O)C1C2C=CC(O2)C1C(=O)NCc1ccc(Cl)cc1 (stereo unspecified)	4.4%	5
COc1ccc(-c2cc(C(=O)c3c(N)n(C)c(=O)n(C)c3=O)c3ccccc3n2)cc1OC	2.9%	10
Nc1cc(Cl)ccc1N1C(=O)CCC1=O	-0.4%	-2
O=C(NC1CCCC1)C(c1cccnc1)N(C(=O)c1csnn1)C1CC1 (stereo unspecified)	0.2%	5
c1ccc(-c2nccc(-c3ccc(-n4cnc5ccccc54)cc3)n2)cc1	/	2
c1ccc(CNc2ncnc3ccccc23)cc1	6.0%	/
O=C(O)C1CN2CCC1CC2 (stereo unspecified)	3.4%	-3
Cc1cc(C)c(S(=O)(=O)c2ccccc2C)c(N(C)C)n1	-0.7%	16
CCS(=O)(=O)N1CCc2cc(OC)c(OC)cc2C1	6.5%	-2
Cc1c(Cl)cnc(NC(=O)COC(=O)c2cc3c(s2)CCC(C)C3)c1Cl (stereo unspecified)	5.2%	-8
CCSc1nc(-c2ccccc2)nc2c1CCCC2	-3.9%	-4
Cc1cc(C(=O)CS(=O)(=O)c2ccc(F)cc2)cc(C)c1OC(=O)N(C)C	2.6%	6
Further compounds follow.
SMILES	M. tuberculosis GlmU	RmlCD inh 1536
Cc1ccc(/C=C(\NC(=O)c2ccccc2)C(=O)NCC2CCCO2)o1 (stereo unspecified)	0.0%	4
CCOc1cc(/C=C2\C(=O)ON=C2C)ccc1OCc1ccccc1	-2.0%	33
c1ccc(CCn2cnc3ccccc32)cc1	-1.5%	/
Cc1cc(C)c2c3c(oc2n1)C(=O)N(c1cccc(Cl)c1)CC(=O)N3	-0.7%	-12
CN(C)c1cc(NC(=O)CNC(C)(C)C)c2ccccc2n1	-1.1%	-7
O=C(NNS(=O)(=O)c1ccccc1[N+](=O)[O-])c1ccccc1Cl	0.6%	10
COc1cccc(/C=N\NC(=O)Cn2nnc3ccccc32)c1O	0.9%	7
FC(F)(F)c1cc(C(F)(F)F)c2ccc(N/N=C/c3cccc(Cl)c3)nc2n1	-5.4%	-3
O=C(Cn1c(-c2ccccc2)c[n+]2ccsc12)c1ccccc1	0.1%	/
Cc1ccc(-c2nc(N)n(C(=O)c3cccs3)n2)cc1	-3.5%	-13
CCc1nnc(NS(=O)(=O)c2ccc(NC(=S)NC(=O)c3ccccc3)cc2)s1	7.0%	-12
N#Cc1cccnc1N1CCN(C(=O)c2ccc3c(c2)S(=O)(=O)c2ccccc2C3=O)CC1	5.5%	/
Cc1ccc(S(=O)(=O)NN2C(=O)/C(=C/c3cccn3C)SC2=S)cc1	-0.3%	9
Cc1cc(C)cc(N(CC(=O)NCC2CCCO2)C(=O)CN2C(=O)COc3ccccc32)c1 (stereo unspecified)	2.8%	-2
CCCn1c(N/N=C\C=C\c2ccccc2)nc2c1c(=O)[nH]c(=O)n2C	-5.8%	2
COC(=O)CCCC1=CC2=C(c3ccccc3)C(=O)C(C)(OC(=O)C3CCCC3)C(=O)C2=CN1C1CCCCC1 (stereo unspecified)	2.4%	8
CCCCC1=C([O-])C2N=CC=CC2=[N+](c2ccccn2)C1=O (stereo unspecified)	-5.3%	-10
C=CCNC(=O)/C(=C/c1cn(-c2ccccc2)nc1-c1cccc([N+](=O)[O-])c1)NC(=O)c1ccccc1	-15%	0
CCCOc1ccc(NC(=O)CC2C(=O)N(CC)C(=S)N2Cc2cccs2)cc1 (stereo unspecified)	-1.2%	5
COc1cccc(-c2nc(N3CCN(Cc4ccccc4)CC3)c3ccccc3n2)c1O	-3.7%	/
O=C(Nc1ccc(NC(=O)c2ccco2)c(Cl)c1)c1cccc([N+](=O)[O-])c1	4.0%	-10
Cc1ccc(C(=O)N2C(CC(=O)Nc3ccc(Cl)cc3)C(=O)NC3CCCCC32)cc1 (stereo unspecified)	1.8%	8
COc1ccccc1CN=C1Nc2ccccc2CS1	6.9%	9
O=C1N=c2ccccc2=C1c1sc(=O)[nH]c1O	0.2%	-13
CCOC(=O)C(=Cc1ccc(-c2ccsc2C(=O)OC)o1)C(=O)OCC	-2.4%	16
Continuation.
SMILES	M. tuberculosis GlmU	RmlCD inh 1536
O=C(CSc1cn(CCNC(=O)c2cccs2)c2ccccc12)NCc1ccccc1	-6.2%	-8
OC(CON=C1c2ccccc2-c2ccccc21)CN1CCNCC1 (stereo unspecified)	-7.3%	/
CCN(CC)C(=O)c1sc2nc(-c3cccs3)cc(-c3cccs3)c2c1N	3.5%	4
Cc1c(NC(=O)CN2C(=O)c3ccc([N+](=O)[O-])cc3C2=O)c(=O)n(-c2ccccc2)n1C	-4.1%	8
O=C(c1ccc2c(=O)n3c(nc2c1)CCCCC3)N1CCN(Cc2ccccc2)CC1	-1.7%	-11
CCCOc1ccc(Cc2c(Cl)nc(SC)nc2N(C)C)cc1	1.1%	7
COC(=O)CNC(=O)CNC(=O)c1nn(-c2ccc(OC)c(Cl)c2)c(=O)c2ccccc12	/	-5
O=C(Oc1ccccc1)c1ccc2nsnc2c1	4.9%	/
NNc1ncnc2scc(-c3ccc(Cl)cc3)c12	1.1%	-11
CCN1C(=O)C(=Cc2ccc(N3CCOCC3)o2)C(=O)N(CC)C1=S	5.2%	-6
CCCn1c(N)c(C(c2ccc(OC)cc2)N2CCN(c3ccccc3)CC2)c(=O)[nH]c1=O (stereo unspecified)	4.0%	/
O=C(CC1C(=O)NCCN1C(=O)Nc1ccc(F)cc1)Nc1cc(Cl)ccc1Cl (stereo unspecified)	5.9%	-11
CN1CCN(CC(O)(c2ccc(Cl)cc2)c2ccc(Cl)cc2)CC1	-3.3%	6
COc1ccc(OCCCNCCc2ccccc2)cc1	-0.8%	2
O=C(Cn1c(C(F)(F)F)nc2ccccc21)Oc1cccc(C(F)(F)F)c1	-7.0%	-12
C=CCN1C=CC(=C/C=C(/C#N)C(=O)OCC)C=C1	7.2%	/
Cc1ccc(Sc2cc(Cl)nc(N)n2)cc1	-1.9%	-10
O=C(CCSCCc1ccccn1)Nc1ccc(Br)cc1F	-0.3%	-11
COCc1cc(Sc2cccc(Cl)c2Cl)nc(-c2ccccc2)n1	-5.5%	-10
Cc1ccccc1NC(=O)CN1C(=O)COc2ccc(Cl)cc21	3.1%	8
Cc1ccc(-c2csc(NC(=O)/C=C/c3ccco3)c2C(=O)O)cc1	11%	-4
O=C(CCn1c(=S)oc2ccccc21)Nc1cccc(F)c1	-10%	8
CCOc1ccc(/C(O)=C2/C(=O)C(=O)N(CCN(CC)CC)C2c2ccco2)cc1 (stereo unspecified)	-3.0%	7
Cc1ccc(S(=O)(=O)N(C(=O)c2ccncc2)c2ccc(OC(=O)c3ccncc3)cc2)cc1	-1.2%	/
O=C(CSc1nnnn1-c1ccccc1)CSc1nnnn1-c1ccccc1	1.8%	-3
Next section
SMILES	M. tuberculosis GlmU	RmlCD inh 1536
O=C(c1ccc(COc2ccc(F)cc2)o1)n1cc(Br)cn1	-2.3%	/
COC(=O)NCCOC(=O)N(O)c1ccc(Br)cc1	1.3%	8
O=C(COc1ccc2c(c1)OCO2)NC12CC3CC(CC(C3)C1)C2	-0.8%	-10
Cc1nc2ccc(NC(=O)N3CCCCC3)cc2s1	3.1%	-7
CCOc1cc(/C=N/n2cnnc2)c(Br)cc1O	-6.1%	/
Cc1ccc(/C=C/C(=O)N2CCN(c3ncccn3)CC2)o1	0.9%	/
CN1C(=O)C(C(=O)Nc2ccccc2F)c2ccccc21 (stereo unspecified)	-0.1%	4
Cc1ccc(-c2nn(CCC#N)cc2C=C(C#N)C#N)cc1	-3.4%	9
COc1ccc(N=Cc2c(O)n(-c3ccc(C)cc3)c(=O)[nH]c2=O)cc1	-0.9%	-15
CCOC(=O)C1CCCN(c2c(NCCCN(CC)c3cccc(C)c3)c(=O)c2=O)C1 (stereo unspecified)	2.6%	2
O=C(OCC(O)CN1CCCCC1)C12CC3CC(CC(C3)C1)C2 (stereo unspecified)	3.0%	-4
CCOC(=O)CSc1nc2ccccc2c(=O)n1-c1ccc(C(=O)NCCOC)cc1	0.8%	3
O=C(Nc1ccccc1)c1ccc2nc(-c3ccco3)c(-c3ccco3)nc2c1	2.4%	/

Among those listed so far, these have a furan ring, fused or not.
SMILES	M. tuberculosis GlmU	RmlCD inh 1536
O=C(CCCOc1ccc(Cl)cc1Cl)N/N=C/c1ccco1	-4.1%	-10
CC(=O)n1nc(-c2ccco2)nc1SCc1ccccc1	6.3%	/
c1ccc2c(c1)oc1c(NCC3CCCO3)ncnc12 (stereo unspecified)	-3.6%	-9
CCc1nc2ccc(C(=O)NCc3ccco3)cc2nc1CC	-1.4%	/
Cc1ccc(/C=C(\NC(=O)c2ccccc2)C(=O)NCC2CCCO2)o1 (stereo unspecified)	0.0%	4
Cc1cc(C)c2c3c(oc2n1)C(=O)N(c1cccc(Cl)c1)CC(=O)N3	-0.7%	-12
O=C(Nc1ccc(NC(=O)c2ccco2)c(Cl)c1)c1cccc([N+](=O)[O-])c1	4.0%	-10
CCOC(=O)C(=Cc1ccc(-c2ccsc2C(=O)OC)o1)C(=O)OCC	-2.4%	16
CCN1C(=O)C(=Cc2ccc(N3CCOCC3)o2)C(=O)N(CC)C1=S	5.2%	-6
Cc1ccc(-c2csc(NC(=O)/C=C/c3ccco3)c2C(=O)O)cc1	11%	-4
CCOc1ccc(/C(O)=C2/C(=O)C(=O)N(CCN(CC)CC)C2c2ccco2)cc1 (stereo unspecified)	-3.0%	7
O=C(c1ccc(COc2ccc(F)cc2)o1)n1cc(Br)cn1	-2.3%	/
Cc1ccc(/C=C/C(=O)N2CCN(c3ncccn3)CC2)o1	0.9%	/
O=C(Nc1ccccc1)c1ccc2nc(-c3ccco3)c(-c3ccco3)nc2c1	2.4%	/

Assay outcomes deposited in PubChem by several laboratories.
